# UBC9 SUMO inh – inhibitors of in vitro SUMOylation cascade, primary screen, biochemical, HTRF, uHTS. HTRF SUMOylation assay, SAE1/SAE2 + UBC9. inhibition, % at 35 µM. 290,000 compounds, 0.36% hits; in the data active = inhibition above about 50%, passing the limit was not always enough; also: strong numbers were not always called active
# Target sequence (P63279 whole entry, looked up): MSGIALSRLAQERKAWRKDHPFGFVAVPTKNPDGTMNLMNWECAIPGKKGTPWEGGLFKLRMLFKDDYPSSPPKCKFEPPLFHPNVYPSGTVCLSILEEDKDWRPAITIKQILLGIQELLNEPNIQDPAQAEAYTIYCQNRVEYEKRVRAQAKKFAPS
# MEKK2 WT-MEK5 – modulators of MEK5 binding to wildtype MEKK2, primary screen, biochemical, multiplex bead flow cytometry, Alexa488-MEK5. Mitogen-activated protein kinase kinase kinase 2 (Homo sapiens), Q9Y2U5. Alexa488-MEK5 binding to MEKK2 WT; actives lie on both sides. binding response (% of control), % at 10 µM. 290,000 compounds, 1.1% hits; in the data active = binding response below about 67% or above about 130%
# NALP1 yeast inh – NALP1 inflammasome inhibitors in reconstituted yeast, colorimetric, S. cerevisiae, triplicate retest | inhibition, % at 10 µM | 280,000 compounds, 0.61% hits | AID 2071, 2009 | S. cerevisiae NALP1/ASC/caspase-1 growth, X-gal OD620, 72 h; in the data active = inhibition mostly above about 24%, no sharp cut-off; inactive = mostly below about 32%; also: some compounds called inactive have numbers as strong as hits
# DNA FID counter – compounds displacing fluorescent DNA intercalator, primary screen, artefact control for HCV NS3 helicase inhibitor project, biochemical, FID fluorescence; DNA fluorescent intercalator displacement; inhibition, % at 7.9 µM; AID 1845, 2009; 290,000 compounds, 0.17% hits; in the data active = inhibition above about 37%;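 also: 0% = vehicle and 100% = reference compound; higher means more ethidium bromide displaced from hairpin DNA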
# PfM18AAP inh – PfM18AAP inhibitors, malaria aminopeptidase, primary screen, biochemical, QFRET, recombinant enzyme; M18 aspartyl aminopeptidase (Plasmodium falciparum 3D7); inhibition, % at 7.35 µM; 290,000 compounds, 1.2% hits; H-Glu-NHMec fluorogenic cleavage;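 active = inhibition above the campaign mean inhibition over all tested compounds plus 3 SD, cut at about 28% in these data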;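 also: 0% = plate median of test compound wells and 100% = 2 mM ZnCl2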
# MEKK2mut PB1 HTS – MEK5 binding signal on mutant MEKK2 PB1, primary screen, biochemical, multiplex bead flow cytometry, Alexa488-MEK5; AID 1530, 2009; 290,000 compounds, 0.35% hits; Alexa488-MEK5 binding to MEKK2 mutant; percent response, % at 10 µM; in the data active = percent response above about 24%, passing the limit was not always enough; also: inactives centre near 1; some results filed as inactive read as strong as hits
# IMP-1 inhibitor – IMP-1 metallo-beta-lactamase inhibitors, primary screen, biochemical, epi-absorbance readout, Pseudomonas aeruginosa enzyme. 290,000 compounds, 0.45% hits. metallo-beta-lactamase IMP-1 (Pseudomonas aeruginosa). inhibition, % at 5.6 µM. purified IMP-1, nitrocefin hydrolysis, epi-absorbance fluorescence. AID 1556, 2009;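 active = inhibition above the mean plus 3 SD of all compounds in the same screening run, cut at about 4.5% in these data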;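 also: 0% = IMP-1 with DMSO and 100% = DMSO wells lacking enzyme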
#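 System – purified recombinant IMP-1 beta-lactamase · Input – IMP-1 dispensed at 0.2 nM · Timing – 15 min preincubation plus 25 min reaction at 25 °C · Signal – Epi-absorbance fluorescence, 480 nm excitation, 530 nm emission · Measure – percent IMP-1 inhibition derived from blank-referenced optical density · Controls – Enzyme-plus-DMSO low control, enzyme-free DMSO high control · Replication – singlicate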
# VIM-2 inh – VIM-2 metallo-beta-lactamase inhibitors, primary screen, biochemical, epi-absorbance readout, Pseudomonas aeruginosa enzyme; purified VIM-2, nitrocefin hydrolysis, epi-absorbance fluorescence; inhibition, % at 5.6 µM; 290,000 compounds, 0.89% hits;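 active = inhibition above the mean of all tested compounds plus 3 SD, cutoff set per screening run, cut at about 7.5% in these data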;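 also: red hydrolysis product quenches plate fluorescence so inhibitors raise well fluorescence; 0% = enzyme with DMSO and 100% = DMSO without enzyme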
# NS3 helicase inh – inhibitors of HCV NS3 helicase, primary screen, biochemical, Cy5 molecular beacon fluorescence. Hepatitis C virus NS3 helicase. NS3 helicase DNA unwinding. inhibition, % at 10.9 µM. 290,000 compounds, 0.56% hits;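 active = inhibition above the mean of all tested compounds plus 3 SD, set per campaign, cut at about 35% in these data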;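 also: 0% = DMSO wells and 100% = thioflavine S control wells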
#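 System: Hepatitis C virus NS3 helicase domain fragment enzyme | Reagent: Annealed dual-labelled DNA beacon duplex, ATP-started | Compound dosing: 10.9 µM single point, 0.8% DMSO | Incubation: 1 h reaction at 25 °C, ATP-initiated | Technique: Cy5 fluorescence | Evaluation: Percent inhibition from t60/t0 fluorescence ratio | Benchmarks: Low DMSO, high thioflavine S at 110 µM | Replication: Singlicate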
# Starred values were filed as active, the others as inactive; / = no result given.
SMILES,UBC9 SUMO inh,MEKK2 WT-MEK5,NALP1 yeast inh,DNA FID counter,PfM18AAP inh,MEKK2mut PB1 HTS,IMP-1 inhibitor,VIM-2 inh,NS3 helicase inh
C(=N\N1CCN(c2ccccn2)CC1)/c1ccco1,17,104,23,-6,3,-4,-2.1,-0.4,7
O=C(CCS(=O)(=O)c1cccc2nonc12)N1CCN(c2ccc(F)cc2)CC1,-9,103,31,-4,-1,2,-2.6,-0.4,0
N/C(=N\OC(=O)CSc1ccccc1)c1ccc([N+](=O)[O-])cc1,3,98,7,5,4,-2,-1.9,1.5,2
CC[n+]1c(C)n(C)c2cc(S(=O)(=O)N(C)C)ccc21,17,87,4,1,-12,-12,-2.9,0.8,-2
O=C(NCCc1ccncc1)C(F)(F)F,3,101,12,4,4,-1,-4.4,-1.0,0
C/C(=N\Nc1nc(C)cc(-c2ccccc2)n1)c1ccc(O)cc1,-2,101,16,-9,6,3,-2.8,-3.1,-27
O=C(CCCOc1ccccc1)Nc1ccncc1,-4,/,-13,-3,-12,/,-1.4,0.7,-15
COc1ccc(C(=O)Cc2cc3ccccc3oc2=O)cc1,7,96,-1,-13,6,7,-3.2,-3.5,8
COc1ccc(CN2CCOCCOCCN(Cc3ccc(OC)cc3)CCOCCOCC2)cc1,14,113,20,10,-2,4,0.4,0.8,-12
Cc1ccc(NC(=O)CN(C)CC(=O)Nc2ccc(N3CCOCC3)cc2)c(C)c1,-13,99,12,-19,6,1,-3.1,-3.8,0
COCCn1cc(C(=S)N2CCOCC2)c2ccccc21,-17,97,33*,-6,-11,-1,-4.1,-2.1,6
Nc1nc(SCC(=O)c2cc3ccccc3o2)n[nH]1,21,103,22*,-1,25,6,-3.8,-3.4,12
CCn1c2ccccc2c2cc(/C=N/n3cn[nH]c3=S)ccc21,-22,80,7,-16,16,-13,-2.9,-2.6,-8
CCOC(=O)N1CCC(NC(=O)Cn2cccc2C(=O)c2ccccc2C)CC1,1,103,-7,-26,5,3,-1.9,-2.7,-1
COc1ccc(N(C(=O)COc2cccc(C)c2)S(=O)(=O)c2ccc(C)cc2)cc1,4,103,32,-15,-11,-2,-1.1,-1.9,-10
Cc1cc(SCc2ccc([N+](=O)[O-])cc2)nc(=O)[nH]1,/,91,24,-9,6,-16,-0.1,-1.7,33
CCc1ccc(S(=O)(=O)N(C(=O)c2ccncc2)c2ccc(OC(=O)c3ccncc3)cc2)cc1,-5,102,35,-10,-5,-1,-2.0,-1.2,-8
CC(c1ccccc1)N1CCn2c(nc3cc(NC(=O)NC4CCCCC4)ccc32)C1 (stereo not drawn),35,101,23,-14,4,7,-1.5,-3.4,-30
Cc1ccc(S(N)(=O)=O)cc1NC(=O)/C=C/c1ccc2c(c1)OCO2,23,83,-4,-14,-12,-13,-3.6,-1.1,-5
Cc1ccc(NC(=O)CCNC(=O)c2ccc(Br)cc2)nc1,7,103,6,-16,1,6,-2.6,0.4,-2
CCOC(=O)C1=C(COC(=O)/C=C/c2ccc(Cl)cc2)NC(=O)NC1C (stereo not drawn),13,105,13,-29,-1,7,-2.2,-2.1,-1
CCOC(=O)c1c(C)[nH]c(C)c1S(=O)(=O)N(C)CC(=O)Nc1cccc(F)c1,12,106,-13,-20,-9,7,0.1,-1.2,2
Cn1c(=O)c2ncn(CC(=O)NCCOCc3ccccc3Cl)c2n(C)c1=O,15,92,20,-8,1,-3,-1.4,-4.6,0
CCO[C@@H]1OC(C(=O)Nc2ccccc2)=C[C@H](c2ccccc2)[C@H]1CCCO,-3,110,-8,-23,2,6,-2.4,-1.5,-3
COc1ccccc1N/C(N)=N/c1nc(C(F)(F)F)cc(=O)[nH]1,10,125,25,-2,7,29,-3.2,-2.4,-5

# (list continues)
SMILES,UBC9 SUMO inh,MEKK2 WT-MEK5,NALP1 yeast inh,DNA FID counter,PfM18AAP inh,MEKK2mut PB1 HTS,IMP-1 inhibitor,VIM-2 inh,NS3 helicase inh
CC(=O)Nc1ccc(C(=O)NC2CCSc3ccccc32)cc1 (stereo not drawn),15,102,14,-3,1,5,-3.6,-0.9,2
O=C(Oc1ccccc1N1CCOCC1)c1ccccc1,7,83,/,-5,0,-30,-2.6,0.0,-9
CCOC(=O)/C=C1\SCC(=O)N1CC(=O)NCc1cccc(Cl)c1,2,111,34,0,-1,17,-1.9,-2.3,11
Cc1ccc(NS(=O)(=O)c2cccc(C(=O)N3CCOCC3)c2)cc1,23,103,4,-5,-5,5,-4.5,-6.8,0
Cc1ccc(NC(NC(=O)OCCn2c([N+](=O)[O-])cnc2C)C(Cl)(Cl)Cl)cc1 (stereo not drawn),-4,92,23,-4,-2,2,1.1,0.9,33
Cc1ccc(NC(=O)CCn2cc(C(F)(F)F)ccc2=O)cc1,10,99,14,-7,6,2,-0.5,-1.6,8
c1ccc(Cn2nnc3c(N4CCN(Cc5ccc6c(c5)OCO6)CC4)ncnc32)cc1,-11,101,9,-21,-16,2,-6.8,-3.3,-25
Cc1ccccc1Nc1c(-c2ccc(N3CCOCC3)cc2)nc2ncccn12,21,105,3,-29,6,4,-2.2,-3.1,12
CN(Cc1ccccc1)C(=O)c1cc(-c2ccc(Br)cc2)on1,-49,100,-6,0,5,3,-1.2,-0.3,-4
Cc1cc(C)nc(NS(=O)(=O)c2ccc(N=Cc3c(C)[nH]n(-c4ccccc4)c3=O)cc2)n1,13,101,15,-1,-2,-1,-2.4,-2.7,0
O=C(NC1CCN(Cc2ccccc2)CC1)c1ccccc1Cl,3,113,19,-1,-1,6,-0.9,-2.2,2
COc1ccc(-c2cc(C)no2)cc1S(=O)(=O)NCCCN1CCN(c2ccccc2)CC1,10,105,14,20,-1,-1,-2.5,2.2,-28
O=C(CCCOc1ccccc1)Nc1nnc(C2CCCO2)s1 (stereo not drawn),10,98,-1,-20,-10,0,0.6,-0.3,-3
Cc1ccc(N(CC(=O)NCc2ccncc2)S(C)(=O)=O)cc1,3,98,-96,-1,7,-1,-3.6,-4.8,-4
CCCCOc1c(Cl)cc(CNC(C)(C)CO)cc1OCC,-4,115,2,25,-4,11,-2.4,-1.4,-31
COc1cc(/C(C)=N/NC(=O)c2nnn(-c3nonc3N)c2-c2cccs2)ccc1O,20,100,17,-23,5,2,-3.7,-1.7,-2
CCOC(=O)C1(Cc2cccc(OC)c2)CCCN(Cc2cc(C(C)C)n[nH]2)C1 (stereo not drawn),5,98,15,6,-4,-2,-1.1,-1.3,7
NC(=O)c1cc([N+](=O)[O-])ccc1NCCN1C(=O)c2ccccc2C1=O,-6,94,9,-1,4,-1,-2.8,-2.9,-13
CCc1cc2c(=O)c(-c3nc4ccccc4n3C)c(C)oc2c(CN2CCN(CCO)CC2)c1O,28,96,-2,0,18,0,-2.1,-2.5,14
CCCCn1nc2cc(C(=O)NC3CCCc4ccccc43)ccc2c1OCC (stereo not drawn),18,105,-5,-26,1,5,-2.8,-2.2,-4
Cc1nn(-c2ccc(N3CCCCC3)nn2)c(C)c1CCC(=O)Nc1cc(F)ccc1F,10,106,2,-35,-18,0,-1.4,-1.5,-21
c1ccc(C2CCC(N3CCC(N4CCCCC4)CC3)CC2)cc1 (stereo not drawn),4,/,7,6,-2,/,-1.5,-0.8,-2
O=C(NCc1ccc(F)cc1)C(c1ccccc1)N(C(=O)c1csnn1)C1CC1 (stereo not drawn),-8,96,2,-13,4,-4,-0.8,-3.6,-19
CN(C)c1ccc(C2N(C)C(=O)c3ccccc3N2C)cc1 (stereo not drawn),6,105,-3,-18,9,6,-3.8,0.1,6
Cc1nc2ccccc2c(=O)n1NC(=O)c1cccc([N+](=O)[O-])c1,12,104,6,1,5,7,-2.3,-0.7,7

# (further entries)
SMILES,UBC9 SUMO inh,MEKK2 WT-MEK5,NALP1 yeast inh,DNA FID counter,PfM18AAP inh,MEKK2mut PB1 HTS,IMP-1 inhibitor,VIM-2 inh,NS3 helicase inh
NCc1ccc(S(N)(=O)=O)cc1,19,96,29,3,-4,5,-0.6,1.2,-2
O=C(NCC1COc2ccccc2O1)C1(c2ccccc2)CCCC1 (stereo not drawn),10,88,-5,-13,-2,-9,-2.2,-3.7,-9
Cc1ccc(S(=O)(=O)NCC(=O)NCC(=O)N(C)Cc2ccc3ccccc3c2)cc1C,3,97,9,-41,3,-4,-0.9,-1.5,-6
CC(C)(C)C1C/C(=C/c2ccccn2)C(=O)/C(=C/c2ccccn2)C1 (stereo not drawn),11,101,-8,-6,0,-2,-2.6,-0.1,-9
Cc1cc(C)cc(NC(=S)NCCc2c[nH]c3ccccc23)c1,-18,110,18,-8,3,5,-3.2,-4.0,-5
O=C(Nc1ccccc1F)c1cnccn1,-2,109,9,1,-4,12,-2.0,-2.2,4
CC1CC(=O)Nc2ccccc2N1S(=O)(=O)c1cccs1 (stereo not drawn),-5,98,16,-1,-5,-2,-0.9,-1.7,2
NC(=O)CCN1CCN(Cc2cn[nH]c2-c2cccc3ccccc23)CC1,6,101,10,1,1,2,-0.7,-0.7,-7
C/C(CC(=O)NCc1ccc(Cl)cc1)=N\NC(=O)c1ccccc1F,4,86,-5,-14,-1,-10,-0.4,-1.5,-2
CC(=O)Nc1nnc(SCC(=O)N2CCCc3ccccc32)s1,15,96,-6,2,-5,-3,-2.1,0.3,-3
Cc1cc(NC(=O)c2ccccc2C)no1,9,116,17,-3,1,5,-2.5,-1.6,-5
COC(=O)c1sc2ccccc2c1-n1cccc1C(=O)C(=O)Nc1ccccc1,-2,101,-7,-9,-1,8,0.1,-3.5,-4
Cc1ccc(/C=C/C(=O)O)cc1S(=O)(=O)N(CCO)CCO,5,105,8,2,-5,2,-3.1,-3.9,1
CC(=O)NN1C(=O)c2ccccc2NC1c1ccco1 (stereo not drawn),0,103,-1,-2,10,-2,-2.9,-3.0,-2
O=C(CCc1ccc(S(=O)(=O)NCCc2ccccc2)cc1)N1CCN(Cc2ccc3c(c2)OCO3)CC1,12,118,-11,-16,-2,4,-0.9,1.0,-10

# Some of the entries above, set out differently.
# The line under a structure holds: UBC9 SUMO inh	MEKK2 WT-MEK5	NALP1 yeast inh	DNA FID counter	PfM18AAP inh	MEKK2mut PB1 HTS	IMP-1 inhibitor	VIM-2 inh	NS3 helicase inh
> O=C(Nc1ccccc1F)c1cnccn1
 : -2	109	9	1	-4	12	-2.0	-2.2	4
> CC1CC(=O)Nc2ccccc2N1S(=O)(=O)c1cccs1 (stereo not drawn)
 : -5	98	16	-1	-5	-2	-0.9	-1.7	2
> NC(=O)CCN1CCN(Cc2cn[nH]c2-c2cccc3ccccc23)CC1
 : 6	101	10	1	1	2	-0.7	-0.7	-7
> C/C(CC(=O)NCc1ccc(Cl)cc1)=N\NC(=O)c1ccccc1F
 : 4	86	-5	-14	-1	-10	-0.4	-1.5	-2

# Compound activity: PubChem, several laboratories
